MDM2 E3 inh: MDM2-luciferase reporter signal enhancers, primary screen, MDM2 E3 ligase inhibitor project, cell-based, luminescence, 1536-well. cell-based MDM2 ubiquitination luciferase reporter, 2 h; 0 = plate control, 100 = twice control, blank-subtracted. signal enhancement, % at 5 µM. actives 0.11% (n = 210,000);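 active = signal enhancement of 30% or more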;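 also: luminescence tracks abundance of the self-degrading MDM2-luciferase fusion protein; higher signal means inhibition of MDM2 E3 ligase activity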
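system = mammalian cells stably expressing self-ubiquitinating, self-degrading MDM2 E3–luciferase fusion | quantity = 2000 cells per well seeded | incubation = 4 h cell settling then 2 h compound exposure, 37 °C | signal = SteadyLite luminescence, 15 min reagent step | benchmarks = plate control and blank wells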
14-3-3 Bad inh: inhibitors of 14-3-3 zeta/Bad binding, primary screen, biochemical, TR-FRET, bovine 14-3-3 zeta; TR-FRET 14-3-3zeta/Dy647-pBad peptide displacement, 1 h; inhibition, % at 21.7 µM; actives 0.71% (n = 220,000); 14-3-3 protein zeta/delta (Bos taurus), P63103; AID 781, 2007;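 active = inhibition above about 70%, limit read from the data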;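 also: 0% = full 14-3-3 plus peptide FRET controls and 100% = background without 14-3-3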
Target sequence (P63103 whole entry, looked up): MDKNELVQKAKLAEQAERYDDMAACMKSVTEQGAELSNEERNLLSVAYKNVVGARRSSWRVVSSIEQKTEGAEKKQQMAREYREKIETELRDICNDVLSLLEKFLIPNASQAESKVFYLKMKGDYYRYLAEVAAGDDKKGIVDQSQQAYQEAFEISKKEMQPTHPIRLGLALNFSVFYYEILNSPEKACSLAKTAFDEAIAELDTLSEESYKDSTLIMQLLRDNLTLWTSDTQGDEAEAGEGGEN
zVAD death inh: inhibitors of zVAD-triggered necroptosis, primary screen, L929 cells; L929 zVAD necroptosis rescue, ATP luminescence, 24 h; with zVAD 60 µM; viability rescue, % at 10 µM; actives 0.38% (n = 220,000);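 active = activation, scaled between plate controls, above about 75%, limit read from the data; inactive = activation under that limit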;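 also: 0% = zVAD with DMSO and 100% = DMSO alone without zVAD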
Tb hexokinase: Trypanosoma brucei hexokinase 1 inhibitors, primary screen, biochemical, G6PDH-coupled NADH absorbance, MLSCN library; AID 1430, 2008; hexokinase 1 [Trypanosoma brucei]; actives 0.11% (n = 220,000); inhibition, % at 10 µM; recombinant TbHK1, G6PDH-coupled NADH A340;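 active = inhibition of 50% or more in the single-dose primary screen; inactive = inhibition below 50%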
NCF1 inh: p47phox/p22phox peptide binding inhibitors, primary screen, biochemical, uHTS, NADPH oxidase regulatory subunit | actives 0.53% (n = 220,000) | fluorescence polarization, 2 h | AID 1274, 2008 | inhibition, % at 24.7 µM | Neutrophil cytosol factor 1 (Homo sapiens), P14598;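 active = inhibition above about 30%, limit read from the data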;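 also: 0% = p47phox with labelled peptide and 100% = labelled peptide alone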
Target sequence (P14598 whole entry, looked up): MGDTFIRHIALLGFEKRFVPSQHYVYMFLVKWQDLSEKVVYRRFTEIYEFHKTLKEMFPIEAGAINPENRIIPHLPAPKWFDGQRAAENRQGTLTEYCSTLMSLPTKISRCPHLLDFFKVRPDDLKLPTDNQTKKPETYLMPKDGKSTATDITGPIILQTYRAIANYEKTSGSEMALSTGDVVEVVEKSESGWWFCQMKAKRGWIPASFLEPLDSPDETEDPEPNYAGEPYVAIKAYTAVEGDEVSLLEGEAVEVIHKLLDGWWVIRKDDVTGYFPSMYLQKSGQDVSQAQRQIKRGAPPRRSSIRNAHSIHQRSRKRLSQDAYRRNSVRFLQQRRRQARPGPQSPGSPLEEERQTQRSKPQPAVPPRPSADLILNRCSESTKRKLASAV
Hck-Nef inh: inhibitors of Nef-activated human Hck kinase, primary screen, biochemical, Z-Lyte FRET, 384-well, Hck-YEEI; actives 0.68% (n = 220,000); Tyrosine-protein kinase HCK (Homo sapiens), P08631; AID 463187, 2010; Recombinant Hck-YEEI plus Nef, Z-Lyte FRET kinase assay; inhibition, % at 20 µM;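 active = Hck-Nef kinase inhibition above about 50%, limit read from the data; inactive = inhibition below that limit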;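 also: 0% = DMSO with Hck plus Nef and 100% = Hck alone without Nef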
Runt-CBFb FRET: inhibitors of RUNX1 Runt–CBFb binding, primary screen, biochemical, FRET, Cerulean-Runt, Venus-CBFb, uHTS; Runt-related transcription factor 1 (Homo sapiens) + Core-binding factor subunit beta …; Cerulean-Runt/Venus-CBFb FRET ratio 530/480, 1 h; inhibition, % at 20 µM; actives 0.46% (n = 220,000); AID 1496, 2009;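 active = inhibition over about 50% at 20 µM in the single-dose screen, limit read from the data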;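 also: 0% = DMSO wells and 100% = excess unlabeled CBFb competitor control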
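Measured by: fluorescence energy transfer, 422 nm excitation, 530/480 nm emission; test system: Cerulean-tagged RUNX1 Runt domain (FRET donor) fusion protein; buffer or medium: Tris pH 7.5 buffer with BSA; compound: one dose, 20 µM compound, 1% DMSO; times: two 1 h room-temperature incubations shielded from light; benchmarks: unlabeled CBFb 5 µM, positive control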
EBV gp42 block: Epstein-Barr virus gp42 inhibitors, primary screen, biochemical, uHTS, fluorescence polarization; Glycoprotein 42 (Epstein-Barr virus (strain AG876)), Q1HVG2; Fluorescence polarization binding assay, mP read-out; actives 0.42% (n = 220,000); AID 1085, 2008; inhibition, % (tested at 21.74 µM); in the data active = inhibition above about 50%
Target sequence (Q1HVG2 whole entry, looked up): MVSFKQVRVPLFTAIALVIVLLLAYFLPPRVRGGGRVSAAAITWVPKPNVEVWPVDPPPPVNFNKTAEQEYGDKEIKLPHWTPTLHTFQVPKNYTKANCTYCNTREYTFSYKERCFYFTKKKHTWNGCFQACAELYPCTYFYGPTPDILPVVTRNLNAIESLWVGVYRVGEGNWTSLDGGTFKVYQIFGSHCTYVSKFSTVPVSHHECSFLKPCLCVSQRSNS
Runt-SMMHC FRET: inhibitors of RUNX1 Runt–CBFb-SMMHC binding, primary screen, biochemical, FRET, Cerulean-Runt, Venus-CBFb-SMMHC, uHTS | Runt-related transcription factor 1 (Homo sapiens) + Core-binding factor subunit beta … | Cerulean-Runt/Venus-CBFb-SMMHC FRET ratio 530/480, 1 h | inhibition, % at 20 µM | actives 0.74% (n = 220,000) | AID 1434, 2008;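 active = mean inhibition across duplicate retests at 20 µM reaching about 50%, limit read from the data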;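 also: 0% = DMSO wells and 100% = wells with excess untagged CBFb-SMMHC; inhibitors lower the FRET ratio by blocking Runt binding to CBFb-SMMHC; some results filed as inactive read as strong as hits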
Starred values were filed as active, the others as inactive; . = no result given; [ ] = remark or other dose.

SMILES	MDM2 E3 inh	14-3-3 Bad inh	zVAD death inh	Tb hexokinase	NCF1 inh	Hck-Nef inh	Runt-CBFb FRET	EBV gp42 block	Runt-SMMHC FRET
O=C(CSc1nnc(SCc2ccc(Cl)cc2)s1)N/N=C/c1ccc(C(=O)O)cc1	-11	1	0.8	3	-10	22	-4	-12	-3
O=C(NC1CCCc2ccccc21)C1CCN(S(=O)(=O)c2cccc(C(F)(F)F)c2)CC1 (configuration not stated)	4	0	0.0	-1	-17	0	0	-11	-1
CN(C)c1ccnc2sc(C(=O)NCc3ccccc3)c(N)c12	-13	2[fluorescence artefact?]	0.1	-12	-3	10	3	-27	5
CSc1cccc(NC(=O)CN(c2ccccc2)S(=O)(=O)N(C)C)c1	-33	-10	0.6	1	-3	0	.	2	1
c1ccc(-c2cc(-c3nn4c(-c5ccco5)nnc4s3)c3ccccc3n2)cc1	-6	5[fluorescence artefact?]	-0.4	-15	-11	3	-11	-9	-14
COc1ccc(C(CNC(=O)COc2ccc(-c3ccccc3)cc2)N2CCOCC2)cc1 (configuration not stated)	-13	5	1.3	-11	-8	-2	1	0	-2
Cc1ccc(NC(=O)CSCc2n[nH]c(=O)[nH]2)c(Br)c1	-2	6	1.0	5	9	-29	1	-3	2
CC1=CC2=NC(=O)/C(=C\c3cn(C)c4ccccc34)C(=N)N2O1	-14	-12	0.2	-4	-23	-18	3	-5	87*
CCn1c2ccccc2c2cc(NC(=O)CSc3nnnn3-c3ccccc3)ccc21	-14	-4	12	-5	-1	3	1	0	0
CN(C)S(=O)(=O)c1ccc(N2CCCC2)c(C(=O)NCC2CCCCC2)c1	-2	1	0.1	-4	-5	23	-5	-11	-3
COc1ccc(C2N(c3ccc(Cl)cc3)C(=O)C3CCCN32)cc1 (configuration not stated)	-16	-2	1.2	-1	0	3	-2	-10	-2
O=C(Nc1ccccc1)Nc1nnc(COc2ccccc2F)s1	-11	0	1.7	8	-34	21	1	-14	-3
CCOCCn1c(C(C)C)nc2ccccc21	-9	12[fluorescence artefact?]	0.6	-2	-10	-3	2	-7	2
COc1ccccc1NC(=S)NC(C)C(c1cccs1)N1CCOCC1 (configuration not stated)	2	-4	-0.4	-1	-6	26	-1	0	2
CC(C)(C)OC(=O)N/N=C\C=C\c1ccc2c(c1)OCO2	-22	-12	0.2	-49	-17	2	2	12	0
CCc1ccc2oc(=O)cc(CN3CCN(c4ccc(F)cc4)CC3)c2c1	-6	3	-0.1	-4	-32	-1	19	-14	1
Cc1c(C(=O)Oc2cccc3ccccc23)cnn1-c1ccccc1	-29	4	0.2	3	-10	0	1	-15	-1
Cn1c(N)c(S(=O)(=O)N2CCN(Cc3ccccc3)CC2)c(=O)n(C)c1=O	-10	11	-1.8	3	6	18	1	-7	3
Cn1c(=O)[nH]c(=O)c2c1nc(N1CCCCCC1)n2CCN1CCCCCC1	-20	1	-0.1	2	-6	0	-2	-16	0
C=CCn1c(C(C)NC(=O)C(C)(C)C)nc2ccccc21 (configuration not stated)	.	-1	0.0	6	-8	12	1	-11	3
CN1CCN(C(=S)NC(=O)c2ccc(S(=O)(=O)N3CCOCC3)cc2)CC1	-28	-7	0.3	-1	-17	24	42	-16	23
O=C(COc1ccc2oc(-c3ccccc3)cc(=O)c2c1)NCc1ccco1	2	8[fluorescence artefact?]	10	-4	-2	2	-3	2	3
CCC(C)NC(=O)CC1Oc2ccc(C)cc2NC1=O (configuration not stated)	-14	-1[fluorescence artefact?]	3.1	0	-7	0	1	-2	-3
COc1ccc(N2Cc3ccccc3/C2=N\C(=O)Nc2ccccc2)cc1	11	-6	-0.7	-3	3	-14	-2	-3	-2
O=C1OC(C(=O)NCc2ccccc2)Cc2ccccc21 (configuration not stated)	-7	74*	0.7	3	-8	0	0	-1	-2
Cc1ccccc1-n1c(SCc2csc(Nc3ccccc3)n2)nnc1-c1cccnc1	-20	-2	-0.7	-7	-32	1	5	3	2
CCc1ccc(NC(=O)c2cnc(N3CCN(c4ccccn4)CC3)c3ccccc23)cc1	-28	-13	13	-9	-6	17	.	-72	2
CCOc1ccccc1CNS(=O)(=O)c1ccc2[nH]c(=O)sc2c1	3	-4	0.4	2	-6	-7	0	-19	-2
CSc1ccccc1NC(=O)CSc1n[nH]c(C)c1[N+](=O)[O-]	-6	-2	0.9	-4	-24	6	1	-9	-3
Cc1ccc(S(=O)(=O)N2CCCCC2)cc1C(=O)Nc1ccc2cn[nH]c2c1	-14	-11	0.1	-4	-12	8	1	-8	0
COc1ccccc1NC(=O)CSc1nnc(C)n1CCc1ccccc1	-21	-5	-0.1	-5	3	-1	-1	-9	-9
Cc1ccc(NC(=S)N(CCCN2CCC(C)CC2)Cc2ccco2)cc1	-5	-4	-0.6	-2	-7	-14	-3	-17	-1
COC(=O)CSc1nnc(CNC(=O)Cc2ccccc2)n1C	-8	-10	-0.2	6	-5	2	0	-9	-7
COC(=O)c1[nH]c2cccc(Cl)c2c1NC(=O)CN1CCCCC1C (configuration not stated)	-13	-7[fluorescence artefact?]	1.7	-12	-9	-2	-3	-9	-1
O=C(CCNS(=O)(=O)c1ccc(Cl)cc1)OCC(=O)c1ccc[nH]1	-14	2	1.1	-7	-13	13	2	-11	1
O=C(c1ccccn1)N1CC=C(c2ccccc2)CC1	-7	-5	2.8	-3	3	21	-1	3	1
CCN(CC)CCCNC(=O)CCc1ccccc1	-12	1[fluorescence artefact?]	0.1	-1	5	-2	2	-2	-3
Fc1ccc(-c2cc3nc4c(c(N5CCOCC5)n3n2)CCCC4)cc1	7	-13[fluorescence artefact?]	3.6	-16	-17	4	-5	0	-35
CCCCCC(=O)OC(CN1CCCCCC1)CN1CCCC1=O (configuration not stated)	-63	6	0.8	-3	-2	3	1	-23	-6
COc1ccccc1CCc1nnc(CCC(=O)NCCOc2cccnc2)o1	-2	-5	-0.5	-1	-9	25	-1	-20	0

Fetched by structure from the list above, 2 records:
SMILES	MDM2 E3 inh	14-3-3 Bad inh	zVAD death inh	Tb hexokinase	NCF1 inh	Hck-Nef inh	Runt-CBFb FRET	EBV gp42 block	Runt-SMMHC FRET
CCC(C)NC(=O)CC1Oc2ccc(C)cc2NC1=O (configuration not stated)	-14	-1[fluorescence artefact?]	3.1	0	-7	0	1	-2	-3
CSc1ccccc1NC(=O)CSc1n[nH]c(C)c1[N+](=O)[O-]	-6	-2	0.9	-4	-24	6	1	-9	-3

Whole records from above. Values in the order: MDM2 E3 inh	14-3-3 Bad inh	zVAD death inh	Tb hexokinase	NCF1 inh	Hck-Nef inh	Runt-CBFb FRET	EBV gp42 block	Runt-SMMHC FRET
Results for CN(C)c1ccnc2sc(C(=O)NCc3ccccc3)c(N)c12 : -13	2[fluorescence artefact?]	0.1	-12	-3	10	3	-27	5
Results for COC(=O)c1[nH]c2cccc(Cl)c2c1NC(=O)CN1CCCCC1C (configuration not stated) : -13	-7[fluorescence artefact?]	1.7	-12	-9	-2	-3	-9	-1
Results for Cc1ccc(S(=O)(=O)N2CCCCC2)cc1C(=O)Nc1ccc2cn[nH]c2c1 : -14	-11	0.1	-4	-12	8	1	-8	0
Results for COc1ccc(C2N(c3ccc(Cl)cc3)C(=O)C3CCCN32)cc1 (configuration not stated) : -16	-2	1.2	-1	0	3	-2	-10	-2
Results for CCn1c2ccccc2c2cc(NC(=O)CSc3nnnn3-c3ccccc3)ccc21 : -14	-4	12	-5	-1	3	1	0	0

(cont.)
SMILES	MDM2 E3 inh	14-3-3 Bad inh	zVAD death inh	Tb hexokinase	NCF1 inh	Hck-Nef inh	Runt-CBFb FRET	EBV gp42 block	Runt-SMMHC FRET
O=C(Cn1nnc(-c2ccccc2)n1)NNC(=O)c1ccco1	1	0	2.5	-2	0	17	-3	-23	-2
CCOC(=O)c1nnn(-c2nonc2N)c1COc1c(C=O)cccc1OC	.	-3	-0.5	-5	0	0	0	-12	1
CCOC(=O)N1CCC(NC(=O)Cn2ncc3ccccc32)CC1	-24	-4	-0.4	2	-9	3	1	-11	2
CNC(=O)CSc1nnc(-c2ccccn2)n1Cc1ccco1	-8	-6	1.1	2	-3	-1	0	-10	3
CSc1nc2ccccc2cc1/C=C(\C#N)c1ccc(Cl)cc1Cl	-6	-4	-0.2	10	-11	-2	2	-4	10
O=C(Nc1ccccc1F)N(CCCN1CCOCC1)Cc1cc2cc3c(cc2[nH]c1=O)OCCO3	-4	-3	1.0	-11	8	3	-1	-18	0
Cc1ccc2c(c1)nnn2C1CCN(C(=O)NC23CC4CC(CC(C4)C2)C3)CC1	-2	4	0.2	0	-15	-1	1	-4	-1
COc1ccccc1NC(=O)/C=C/C(N)=O	.	-1	-0.1	-7	5	3	14	6	13
COc1cc(OC)cc(-n2nnnc2SCC(=O)N2CCCc3ccccc32)c1	-8	-8	0.2	0	3	2	0	12	-21
NC(=O)C(C(=O)/C=C/c1ccc(Cl)cc1)=C1SCCS1	.	-4	82*	-39	-17	14	0	-4	3
OC(CN(c1ccccc1)c1ccccc1)Cn1cnc2ccccc21 (configuration not stated)	-21	5	1.2	0	-9	2	0	13	4
Cc1cc(=O)n2[nH]cnc2n1	-66	15	0.1	-5	-8	1	0	2	2
CCCOc1ccc(C(=O)CCNc2cccc(Cl)c2)cc1	-6	1	2.2	-3	-17	-3	.	-14	0
C/C(=N\NC(=O)c1ccc(NS(=O)(=O)c2cccs2)cc1)c1ccccc1	-3	-15	2.3	14	-13	1	0	-3	0

Screening data as filed in PubChem.
